XIAP displacement: XIAP antagonists, biochemical, IAP family, fluorescence polarization (AID 1018) | displacement, % at 20 µM, or IC50 in µM where a hit was titrated | 200,000 tested, 0.007% active | XIAP BIR domain, fluorescence polarization peptide displacement; higher % means a stronger effect; in the data active = displacement above about 50%; also: a part of the inactive calls stands beside numbers as strong as those of hits
Lipid droplet: modulators of hepatic lipid droplet formation | AML12 mouse hepatocytes, oleate lipid droplets, BODIPY imaging | inhibition, % at 6.5 µM | 240,000 tested, 0.4% active;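 active = lipid droplet intensity inhibited by at least 50%, with more than 500 cells counted; inconclusive = wells with under 300 cells, treated as cytotoxic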
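Assay system: AML12 mouse liver cells | Compound dosing: One dose, 6.5 µM compound | Read-out basis: Droplet intensity reduction, % inhibition | Measured by: Fluorescence imaging, 20x objective, two fields per well | Schedule: Overnight treatment with compound plus oleate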
LYP phosphatase: inhibitors of LYP phosphatase, biochemical, fluorescence intensity, uHTS (AID 1779) | inhibition, % at 11.5 µM; hits with a dose series show IC50 in µM | 290,000 tested, 0.054% active | recombinant LYP phosphatase, fluorescence intensity; higher % means a stronger effect;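 also: plate controls were vehicle with enzyme for no effect and no enzyme for full effect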
Myeloid diff 2: promotes myeloid progenitor differentiation. ER-HoxA9 myeloid progenitors, lysozyme-GFP differentiation, flow cytometry. calls only at 10 µM. 360,000 tested, 1% active;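 active = normalized GFP-positive differentiation at or above the plate's own cutoff, the solvent-only control mean plus 3 SD; inconclusive = no clear call, values can overlap the other calls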;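 also: cells exposed to compound for four days before flow analysis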
NS5 inhibitors: flavivirus cap methylation enzyme inhibition – biochemical, confirmation dose response, primary screen (AID 588689). Dengue-2 NS5 methyltransferase capping enzyme assay, biochemical; higher % means a stronger effect. inhibition, % at 25 µM, or IC50 in µM where a hit was titrated. 340,000 tested, 0.3% active; in the data active = a potency from the dose series; inconclusive = inhibition above about 29% without an active follow-up result
SIAH1 antagonists: blockers of Siah-1 interaction with plectin peptide – biochemical, fluorescence polarization, rhodamine-plectin, uHTS, primary screen (AID 1817) | Siah-1 / rhodamine-plectin peptide fluorescence polarization; higher % means a stronger effect | displacement, % at 20 µM; hits with a dose series show IC50 in µM | 290,000 tested, 0.02% active;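 active = displacement of at least 50% at 20 µM, with a fluorescence ratio check between 0.3 and a set limit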;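 also: plate controls were Siah plus tracer with DMSO for no effect and tracer alone without Siah for full effect; strong numbers were not always called active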
NOD2 inhibition: inhibition of NOD2-driven NF-kB reporter – cell-based, luminescence, uHTS, HEK293 (AID 1566). HEK293 NOD2/NF-kB luciferase reporter, luminescence; higher % means a stronger effect. one-dose inhibition, % at 4 µM; EC50 in µM for titrated hits. 290,000 tested, 0.63% active; also: many of its hits are not listed in these tables
HIV fusion peptide: inhibitors of HIV fusion peptide binding, primary screen, biochemical, uHTS, fluorescence dequenching (AID 1986) | cell-free peptide binding, fluorescence dequenching, 30 min; higher % means a stronger effect | 290,000 tested, 0.3% active | one-dose inhibition, % at 20 µM; IC50 in µM for titrated hits; in the data active = inhibition mostly above about 52%, no sharp cut-off; inactive = mostly below about 76%; also: some results filed as inactive read as strong as hits
AID2073: disruptors of CaV2.2 binding to Mint1 – biochemical, HTRF (AID 2073); HTRF protein-protein interaction, Mint1-CaV2.2; higher % means a stronger effect; inhibition, % at 20 µM; hits with a dose series show IC50 in µM; 290,000 tested, 0.19% active; in the data active = inhibition mostly above about 51%, no sharp cut-off; inconclusive = no clear call, values can overlap the other calls; inactive = mostly below about 53%; also: some results filed as inactive read as strong as hits
Lipid droplet cells 6.5 µM: second read-out of Lipid droplet, no call of its own (marks repeat the call); cell count; measured here: cell count, cytotoxicity flag;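 cells counted across two imaged fields per well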
NS5 inhibitors pilot replicate: recorded beside NS5 inhibitors, whose call it bears; inhibition, %; measured here: pilot screen replicate inhibition
Myeloid diff 2 GFP+ MAC1+ %: further read-out of Myeloid diff 2, marked with its call; GFP+ MAC1+ double positive, %; measured here: differentiation confirmed by MAC1 staining
* hit, by the source's call; i = inactive; ? = inconclusive; · = not tested or not shown. Rule as the data show it, unless noted: active = inhibition above about 50%; inactive = the rest. These rows are one share of the data (hit frequency here may not be typical).

SMILES | XIAP displacement | Lipid droplet | Lipid droplet cells 6.5 µM | LYP phosphatase | Myeloid diff 2 | Myeloid diff 2 GFP+ MAC1+ % | NS5 inhibitors | SIAH1 antagonists | NOD2 inhibition | HIV fusion peptide | AID2073 | others
COc1ccc(NC(=O)Cn2nnc3ccccc32)c([N+](=O)[O-])c1 | -0.8% | -3.2 | 712 | -0.5% | i | 0.6 | 0.0% | 4.6% | -1.2% | -0.5% | -3.3%
CCOc1ccc(C2C=C(c3ccccc3)Nc3ncnn32)cc1 (centres undefined) | -20.5% | · | · | -2.1% | · | · | · | -1.3% | 10.6% | -0.2% | 28.4%
N#C/C(=C1\CCCN1)c1nc2ccccc2c(=O)[nH]1 | 1.6% | · | · | -6.6% | i | 1.1 | -1.1% | 3.6% | 1.0% | -0.7% | -1.3%
CCCn1c(=O)[nH]c(=O)c2c1nc(-c1ccc(OC(F)F)cc1)n2CCN1CCOCC1 | -2.9% | 14.6 | 756 | -3.8% | i | 0.8 | -0.7% | 5.4% | 7.1% | -3.9% | -3.1%
Cc1ccc(N2CCN(/N=C/C(Cl)=C/c3ccccc3)CC2)cc1 | -7.5% | -2.9 | 719 | -5.5% | i | 0.3 | -4.5% | -1.1% | 6.7% | -0.6% | 1.4%
CN1CCN(S(=O)(=O)c2ccc(Br)c3nsnc23)CC1 | -19.1% | -6.0 | 819 | -4.5% | i | 2.2 | 7.5% | -4.1% | 1.2% | -2.1% | -2.0%
Cc1cc(C)cc(C(=O)NC(=S)Nc2cccnc2)c1 | · | -4.2 | 805 | -5.0% | i | 0.6 | 1.9% | -0.3% | -3.3% | 0.9% | 0.6%
Cc1cccc(NC(=O)Cn2cnc3c(cnn3-c3ccc(F)cc3)c2=O)c1C | -11.3% | 3.8 | 702 | 0.6% | i | 2.2 | 4.2% | -2.6% | 8.0% | 4.7% | 7.5%
COc1cccc(-c2nc(N3CCCC3)c3ccccc3n2)c1O | · | 16.3 | 716 | 5.7% | i | 0.6 | -9.5% | -1.9% | 10.6% | -2.8% | 3.1%
Cc1ccc(CCN2CCN=C2N(C)C)cc1 | · | 0.2 | 781 | -10.5% | i | 1.3 | -7.0% | -8.3% | 8.7% | -0.7% | 6.1%
C=CCn1c(SC)nnc1C1COc2ccccc2O1 (centres undefined) | -7.5% | -3.0 | 701 | 1.4% | i | 1.4 | 4.8% | 0.3% | -10.2% | 1.7% | ?
O=C(NCC1(N2CCOCC2)CCCCC1)c1cccc(S(=O)(=O)N2CCc3ccccc3C2)c1 | -6.2% | -3.9 | 685 | 4.2% | i | 0.0 | -6.7% | -3.9% | -2.6% | 0.1% | 10.1%
CC(=O)N(c1ccc(C)cc1)S(=O)(=O)c1ccc(Cl)cc1 | -7.4% | -7.9 | 660 | 6.1% | i | 0.7 | 5.1% | 5.3% | 17.1% | -1.3% | -2.4%
COCc1cc(C)nc2sc(C(=O)NC3CCCCC3)c(N)c12 | -4.2% | 3.2 | 606 | 1.1% | i | 0.6 | -11.6% | 7.7% | 6.0% | 6.9% | -6.9%
O=C(NCCCN1CCCC1)c1ccc2c(Cl)c3c(nc2c1)CCCC3 | -3.4% | 1.4 | 691 | -6.0% | i | 0.6 | -4.5% | -4.8% | 2.6% | -0.3% | 3.1%

Quoted at random: 3 compounds from above
SMILES | XIAP displacement | Lipid droplet | Lipid droplet cells 6.5 µM | LYP phosphatase | Myeloid diff 2 | Myeloid diff 2 GFP+ MAC1+ % | NS5 inhibitors | SIAH1 antagonists | NOD2 inhibition | HIV fusion peptide | AID2073 | others
COc1cccc(-c2nc(N3CCCC3)c3ccccc3n2)c1O | · | 16.3 | 716 | 5.7% | i | 0.6 | -9.5% | -1.9% | 10.6% | -2.8% | 3.1%
CN1CCN(S(=O)(=O)c2ccc(Br)c3nsnc23)CC1 | -19.1% | -6.0 | 819 | -4.5% | i | 2.2 | 7.5% | -4.1% | 1.2% | -2.1% | -2.0%
N#C/C(=C1\CCCN1)c1nc2ccccc2c(=O)[nH]1 | 1.6% | · | · | -6.6% | i | 1.1 | -1.1% | 3.6% | 1.0% | -0.7% | -1.3%

(listing goes on)
SMILES | XIAP displacement | Lipid droplet | Lipid droplet cells 6.5 µM | LYP phosphatase | Myeloid diff 2 | Myeloid diff 2 GFP+ MAC1+ % | NS5 inhibitors | SIAH1 antagonists | NOD2 inhibition | HIV fusion peptide | AID2073 | others
CCc1nc(-c2cc3ccc(C)cc3[nH]c2=O)no1 | -7.8% | 1.0 | 786 | -16.7% | i | 2.0 | -5.5% | -3.7% | -20.9% | -1.3% | 0.9%
Oc1ccc(Cl)cc1C=Nc1ccccc1Br | -7.8% | -5.2 | 567 | -0.5% | i | 0.2 | 0.0% | 1.1% | 5.5% | 6.5% | -2.7%
CCn1cc(C(=O)O)c(=O)c2cc(F)c(N3CCN(C(=S)NC(=O)c4ccc(F)c(F)c4)CC3)cc21 | -10.1% | 3.0 | 724 | -5.1% | i | 0.4 | -10.1% | 3.3% | 3.6% | 0.3% | -7.2%
CCOC(=O)N1CCN(C(=O)c2cnn3c(C(F)F)cc(-c4ccc(C)cc4)nc23)CC1 | -0.9% | 9.1 | 623 | 1.9% | i | 0.0 | 1.3% | -0.4% | 28.1% | -0.4% | 16.0%
Cc1cc(C)c2c(N)c(S(=O)(=O)c3ccccc3)sc2n1 | -11.9% | -16.7 | 725 | 0.4% | i | 1.3 | -14.1% | -2.4% | 23.4% | -3.3% | -13.5%
CCOC(=O)C1CCN(C(=O)c2c(-c3ccccc3)noc2C)CC1 | -6.5% | -21.0 | 704 | -5.7% | i | 0.5 | -2.3% | -0.2% | -11.0% | -0.2% | -3.7%
CCNC(=S)N1CCN(CC(=O)Nc2ccc(OC)cc2)CC1 | -10.0% | 2.9 | 680 | 1.2% | i | 0.3 | -11.9% | -0.7% | -3.6% | -0.5% | -12.7%
COc1cccc(/C(C#N)=C/c2c(-c3ccc(Cl)cc3)nc3c(C)cccn23)c1 | -3.6% | -14.4 | 741 | 5.3% | i | 1.8 | -11.1% | -2.7% | 10.7% | 1.1% | 0.8%
O=C(CSc1nnc2ccc(-c3ccccn3)nn12)NCC1CCCO1 (centres undefined) | -4.6% | -7.2 | 653 | -8.4% | i | 0.5 | 6.3% | -4.9% | 18.2% | -0.5% | 26.6%
O=C(c1cccnc1)N1c2ccccc2Sc2ccccc21 | -4.8% | 4.2 | 718 | -7.1% | i | 0.1 | · | 2.2% | 18.3% | -0.3% | 21.3%
COC(=O)C1=CN(Cc2ccc(OC)c(OC)c2)C=C(C(=O)OC)C1c1cccs1 | -6.6% | 17.4 | 703 | -0.7% | i | 0.8 | 0.0% | -1.9% | -13.6% | -0.1% | 3.6%
Cc1cc2cc(CNS(=O)(=O)N(C)C)ccc2[nH]1 | -6.3% | -8.6 | 730 | 1.5% | i | 2.1 | 2.1% | -5.1% | -4.9% | 7.5% | 13.4%
CN(C)S(=O)(=O)N1CCN(S(=O)(=O)c2ccc(F)cc2)CC1 | -3.1% | 5.2 | 722 | -11.7% | i | 12.9 | 1.4% | -4.6% | 8.0% | 1.0% | 19.8%
O=C(O)C1CCCN(S(=O)(=O)Cc2ccccc2)C1 (centres undefined) | · | 0.2 | 844 | -7.2% | i | 0.8 | 1.3% | 9.4% | -1.5% | 1.3% | 0.4%
COc1ccc(C(=O)N2CCN(CCNC(=O)C(=O)Nc3ccc(Br)cc3)CC2)cc1 | · | 2.9 | 805 | 1.4% | i | 1.0 | 0.6% | 0.9% | 22.0% | 1.4% | 7.9%
CCN(CC)S(=O)(=O)c1cccc(C(=O)NCC2CCCCC2)c1 | · | -6.6 | 853 | -2.9% | i | 0.4 | -1.8% | -4.0% | 16.9% | -0.7% | 1.2%
CCSc1nc(N)c2c3c(sc2n1)CCC3 | -6.5% | · | · | -13.5% | i | 0.8 | 1.6% | 0.5% | -14.5% | 1.2% | 23.4%
COc1cccc(C(=O)Nc2ccc(NC(=O)C3CCCCC3C(=O)O)cc2)c1 (centres undefined) | · | -21.0 | 652 | -4.9% | i | 2.2 | -0.7% | 2.0% | 8.6% | 3.1% | 18.1%
COc1ccc(N/C=C\C(=O)c2ccc3c(c2)OCO3)cc1OC | 1.0% | 7.7 | 698 | 4.4% | i | 0.4 | -13.0% | -2.9% | -50.1% | -1.0% | 1.4%
Nc1ccc(C(=O)OCc2nc3ccccc3s2)cc1 | -3.8% | -19.9 | 646 | -5.4% | · | · | -4.4% | -5.4% | 11.9% | -1.1% | 21.6%
Cc1cc(NC(=O)CCCC(=O)NCc2ccccc2)no1 | -2.3% | 9.5 | 702 | -0.8% | i | 0.4 | -3.1% | 0.4% | 4.1% | -0.2% | 8.1%
Oc1ccc(O)c2c1C1c3ccccc3C2c2ccccc21 | · | -0.8 | 793 | -8.7% | · | · | · | 3.4% | -8.9% | -0.1% | -10.5%
CCCN1C2CCCC1CC(NC(=O)c1ccccc1OC)C2 (centres undefined) | · | 16.4 | 811 | -5.5% | i | 0.7 | · | 12.0% | 5.3% | 2.0% | 12.8%
COc1ccc(C2=CC(=O)N(Nc3ccccc3)C2=O)cc1 | -4.9% | 3.6 | 657 | 2.2% | i | 0.0 | · | 6.3% | -10.7% | -2.4% | 49.7%
COc1ccc(/C=N/NC(=O)CN(C)S(=O)(=O)c2ccc(NC(C)=O)cc2)cc1 | -1.8% | 10.9 | 667 | 2.1% | i | 0.7 | -6.8% | 0.0% | 7.0% | 1.2% | 2.5%
CSC1=NCCN1C(=O)c1ccco1 | -9.0% | · | · | -7.8% | i | 1.9 | -4.5% | 4.2% | 11.9% | 9.5% | -8.7%
COc1cc(Nc2cc(C)nc3ncnn23)cc(OC)c1 | -2.6% | -42.6 | 436 | -1.7% | i | 1.9 | -6.9% | 4.0% | -10.9% | -0.6% | 17.4%
N#C/C(=C\c1ccc(F)c(Cl)c1)S(=O)(=O)c1ccccn1 | · | 1.4 | 737 | -2.6% | i | 0.3 | 9.2% | 3.4% | -7.4% | 1.6% | 0.9%
Cc1ccc(C)c(CN2CCC(CNC(=O)CCc3nnc4ccc(N5CCCCC5)nn34)CC2)c1 | · | -18.5 | 704 | -9.6% | i | 3.1 | 4.4% | 7.9% | -4.7% | -0.5% | -3.1%
CN(C)c1ccc(CNC(=O)C2CCN(S(=O)(=O)c3ccc4c(c3)oc(=O)n4C)CC2)cc1 | · | 6.9 | 732 | 3.9% | i | 6.8 | -0.9% | -0.8% | -1.7% | 0.2% | 7.4%
CC1(C)C2CCC(C2)C1(C)N=C1OC(CCl)CS1 (centres undefined) | · | 1.7 | 697 | -2.0% | i | 0.0 | 1.5% | -6.7% | -10.1% | -1.2% | -11.8%
CCc1cc2c(NCCC(=O)O)ncnc2s1 | -0.9% | -11.4 | 632 | 2.4% | i | 1.2 | 5.7% | -3.0% | -10.4% | 2.7% | 1.5%
O=c1[nH]c(=O)n(Cc2ccco2)c2c1C(C(F)(F)F)(C(F)(F)F)N=C(CCC1CCCCC1)N2 | -3.3% | · | · | -4.6% | i | 0.8 | -5.6% | -1.4% | 15.8% | 2.1% | 5.2% | NS5 inhibitors pilot replicate=-7.9

From PubChem BioAssay
